RGS4 block – inhibitors of human RGS4. HEK293 M3R/RGS4 inducible, Fluo-4 calcium flux; stronger effect = higher value; triggered by carbachol at its EC20. B-score at 10 µM. 310,000 tested, 0.45% active. AID 463165;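 active = B-score, a plate-corrected calcium signal, over three deviations above library mean, with baseline fluorescence within five deviations of library mean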;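 also: RGS4 expression induced by doxycycline in cells with stable M3 receptor; B-score is computed from the integrated fluorescence ratio over baseline after carbachol; higher B-score means a larger calcium signal and so more RGS4 inhibition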
KCNK3 inh – human KCNK3 channel inhibition, primary screen; O14649; CHO-KCNK3 thallium flux, FluxOR fluorescence; stronger effect = lower value; B-score at 10 µM; 340,000 tested, 0.84% active; AID 602410;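 active = B-score under library mean minus 4 SD, starting fluorescence ratio at most library mean plus 5 SD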;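 also: more negative B-score means stronger inhibition of thallium flux through KCNK3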
KCNQ1 act – human KCNQ1 channel potentiation or activation; P51787; CHO-K1 KCNQ1, thallium flux FluxOR fluorescence; stronger effect = higher value; B-score at 10 µM; 310,000 tested, 0.35% active; AID 2648;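 active = fluorescence ratio B-score, a plate-corrected score, at least three library SD, with initial intensity B-score within 5 SD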
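Medium – assay buffer, equal DMSO in all wells · Material – CHO-K1 cell line with stable KCNQ1 potassium channel expression · Signal – kinetic FluxOR thallium fluorescence, 10-s 1-Hz baseline, 110-s post-stimulus read · Compound – single concentration per compound, DMSO matched to controls · Schedule – 37 °C overnight plating, 90-min dark dye load, 20-min compound pretreatment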
ANO1 activ – activates or potentiates the mouse TMEM16A chloride channel; 340,000 tested, 0.3% active; B-score at 10 µM; HEK293 TMEM16A/YFP-H148Q/I152L, iodide quench fluorescence; stronger effect = lower value; Q8BHY3;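 active = fluorescence-ratio B-score plate-corrected deviation score at least 3 library SD below zero, with starting fluorescence score within 5 deviations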;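 also: channel opened by trigger with iodide after compound preincubation; score built on the fluorescence ratio of max minus min over baseline; more negative score means more quench and so TMEM16A activation or potentiation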
Target sequence (Q8BHY3 whole entry, looked up): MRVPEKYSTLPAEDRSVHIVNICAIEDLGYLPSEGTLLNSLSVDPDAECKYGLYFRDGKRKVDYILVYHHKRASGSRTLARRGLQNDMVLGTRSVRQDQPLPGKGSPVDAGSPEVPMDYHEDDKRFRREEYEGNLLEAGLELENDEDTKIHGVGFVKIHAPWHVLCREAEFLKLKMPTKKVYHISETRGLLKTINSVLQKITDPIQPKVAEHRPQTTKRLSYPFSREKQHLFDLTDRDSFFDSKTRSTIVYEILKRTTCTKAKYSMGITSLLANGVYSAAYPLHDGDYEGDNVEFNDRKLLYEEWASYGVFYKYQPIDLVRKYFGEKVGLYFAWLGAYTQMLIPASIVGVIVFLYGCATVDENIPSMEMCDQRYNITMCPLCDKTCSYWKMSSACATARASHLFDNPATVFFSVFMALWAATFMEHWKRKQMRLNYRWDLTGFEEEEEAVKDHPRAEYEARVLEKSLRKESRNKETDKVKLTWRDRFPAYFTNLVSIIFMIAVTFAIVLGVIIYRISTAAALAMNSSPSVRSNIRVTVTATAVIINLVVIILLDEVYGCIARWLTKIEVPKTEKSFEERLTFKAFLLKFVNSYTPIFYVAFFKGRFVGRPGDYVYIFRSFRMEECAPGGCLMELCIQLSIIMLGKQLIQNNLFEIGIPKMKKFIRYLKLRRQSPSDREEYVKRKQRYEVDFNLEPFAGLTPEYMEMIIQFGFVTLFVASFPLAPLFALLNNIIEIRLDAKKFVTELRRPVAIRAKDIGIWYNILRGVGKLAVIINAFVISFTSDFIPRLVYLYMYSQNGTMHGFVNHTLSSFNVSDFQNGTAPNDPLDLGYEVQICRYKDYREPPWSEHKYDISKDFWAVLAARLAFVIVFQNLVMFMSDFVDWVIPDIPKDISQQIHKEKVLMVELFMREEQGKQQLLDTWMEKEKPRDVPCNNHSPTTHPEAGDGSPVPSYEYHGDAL
KCNK9 block – human KCNK9 channel inhibition | Q9NPC2 | HEK293 KCNK9, FluxOR thallium flux fluorescence; stronger effect = lower value | B-score at 10 µM | 310,000 tested, 1.2% active | AID 488922;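 active = ratio B-score over 3 SD below the library mean, with starting fluorescence within 5 SD of its mean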;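 also: negative B-score means less thallium flux so channel inhibition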
KCNQ1 inh – inhibitors of human KCNQ1 potassium channel | CHO-K1 KCNQ1, FluxOR thallium flux fluorescence; stronger effect = higher value | 310,000 tested, 1.3% active | B-score at 10 µM | P51787 | AID 2642;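 active = compounds whose thallium flux B-score, printed positive for inhibition, exceeds three library SD while starting fluorescence stays within three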;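 also: channel opened by potassium depolarization with thallium stimulus after 20 min compound exposure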
HDAC3 inh – blocks human histone deacetylase 3 | recombinant HDAC3, fluorogenic peptide/trypsin coupled, fluorescence | 320,000 tested, 0.15% active | AID 2718 | inhibition, % at 8.3 µM | O15379; in the data active = inhibition above about 26%, passing the limit was not always enough
hERG rescue – compounds protecting human hERG from proarrhythmic drug block; Q12809; CHO-hERG, FluxOR thallium flux, dofetilide IC70 present; activation (rescue from dofetilide block), less the hit threshold, % at 10 µM; 310,000 tested, 0.51% active; AID 1511;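 active = activation above the mean of controls blocked by dofetilide plus 5 SD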;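 also: thallium influx through hERG after potassium depolarization seen as dye fluorescence rise; in these data hits start at about 4.7%; inactives centre near -7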
SKKanGAS inh – blocks kanamycin growth of S. pyogenes SKKanGAS strain. BacTiter-Glo, 6 h. inhibition, % at 7.5 µM. 300,000 tested, 1.3% active;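 active = mean replicate score, as percent of positive control median, at least 50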;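 also: strain carries kanamycin resistance gene driven by streptokinase promoter and grows in 40 µg/ml kanamycin; loss of luminescence reflects streptokinase promoter inhibition or plain growth inhibition; 0% = median of DMSO wells and 100% = positive control at its reference dose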
TMEM16A inh – blocks the mouse calcium-activated chloride channel TMEM16A; Q8BHY3; HEK293 TMEM16A/YFP iodide influx fluorescence, ionomycin; normalized B-score (activity score, 25-100; higher = stronger inhibition) at 10 µM; 310,000 tested, 1.2% active; AID 588511;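 active = ratio plate-corrected score three or more library SD toward inhibition, starting fluorescence score within five deviations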;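 also: score derived from kinetic fluorescence span divided by baseline fluorescence per well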
RGS4 pot – RGS4 potentiation or activation. B-score at 10 µM. 310,000 tested, 0.92% active. HEK293 M3R/inducible RGS4, carbachol calcium flux Fluo4; stronger effect = lower value;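 active = B-score of the integrated calcium signal more than 4 SD below the library mean, with starting fluorescence not abnormally high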;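 also: negative B-score means reduced calcium response which marks RGS4 activation or potentiation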
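Assay system: HEK293 FlpIn-TREx cells, stable M3R, doxycycline-inducible RGS4 / Probe or stimulus: carbachol, ECmax concentration / Times: overnight RGS4 induction, 30 min dye load 37 °C, 20 min compound RT / Signal: kinetic calcium fluorescence imaging with Fluo4-AM dye, 2 µM / Measure: Agonist-evoked peak-minus-minimum fluorescence over baseline, integrated ratio, B score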
The depositor's hits bear a star; i = inactive; . = no result given. The order is random; any-hit rate near 6.3%.

SMILES	RGS4 block	KCNK3 inh	KCNQ1 act	ANO1 activ	KCNK9 block	KCNQ1 inh	HDAC3 inh	hERG rescue	SKKanGAS inh	TMEM16A inh	RGS4 pot
CCn1c(/N=C/c2ccc(OC)cc2O)nc2ccccc21	i	i	i	i	i	i	-1.2	-5.0	1.6	i	i
COc1cc(Cl)c(C)cc1NC(=O)c1ccc2c(c1)OCO2	i	i	i	i	i	i	-5.4	-1.8	3.2	i	i
NC1=NC2(CCCCCC2)n2c(nc3ccccc32)N1	i	i	i	i	i	i	0.5	-5.5	-8.1	i	i
O=C(Nc1cc(Cl)cc(Cl)c1)N1CCCN(Cc2ccccc2)CC1	i	i	i	i	i	i	6.0	-21.7	3.5	i	i
COc1ccccc1N1CCN(C(=O)COc2cccc3ccccc23)CC1	i	i	i	i	i	i	14.9	-12.5	5.5	i	i
O=C(NC(=S)N1CCN(C/C=C/c2ccccc2)CC1)c1c(F)cccc1F	i	i	7*	i	i	i	.	-3.6	-5.0	i	i
Cn1c(=O)c2c(ncn2CC(=O)N2CCN(C(=O)c3ccco3)CC2)n(C)c1=O	i	i	i	i	i	i	1.8	-14.6	0.8	i	i
CCOCCc1nn2c(=O)cc(CSCC(=O)Nc3ccccc3)nc2s1	i	i	i	i	i	i	2.2	-3.4	-4.5	i	i
COc1ccc(CCNC(=O)COC(=O)c2ccc(Br)o2)cc1	i	i	i	i	i	i	-1.0	-4.6	-1.4	i	i
CC1(C)NC(=O)N(CC(O)CN(c2ccccc2)S(=O)(=O)c2ccccc2)C1=O (stereo not given)	i	i	i	i	i	i	-3.9	-5.0	0.3	i	i
COc1ccc(CN(CC(=O)NC2CCCC2)C(=O)CN2C(=O)COc3ccccc32)cc1	i	i	i	i	i	i	3.1	-12.7	-3.8	i	i
O=c1ccn(Cc2ccc(F)cc2)c2ccnc(C(F)(F)F)c12	i	i	i	i	i	i	4.5	-3.3	3.8	i	i
CN1C2=C(C#N)C(c3ccccc3)(C(F)(F)F)NC(=O)N2c2ccccc21 (stereo not given)	i	i	i	i	i	i	-6.1	-4.8	6.4	i	i
CN(C(=O)C1CCOC1)c1nnc(C2CCOC2)s1 (stereo not given)	i	i	i	i	i	i	0.5	-9.9	-3.2	i	i
C=CCN=C1N[C@@H](c2cccc(C(F)(F)F)c2)C(C(=O)OC)=C(C)N1CC	i	i	i	i	i	i	0.6	-6.1	-4.1	i	i
CCOC(=O)C1(P(=O)(c2ccc(Cl)cc2)c2ccc(Cl)cc2)CCC1	i	i	i	i	i	i	-4.5	-7.7	8.2	i	i
O=C1C2CC=C(Cl)CC2C(=O)N1c1ncn[nH]1 (stereo not given)	i	i	i	i	i	i	-3.2	-2.8	-1.4	i	i
[2H]C([2H])(CCOS(N)(=O)=O)c1ccccc1	i	i	i	i	i	i	-11.3	-4.1	-6.8	i	i
CCC(C(=O)OC)n1cnc2c(nnn2-c2ccc(C)cc2)c1=O (stereo not given)	i	i	i	i	i	i	-10.1	-11.0	4.9	i	i
CN1CCN(C(=O)C2CCCCC2C(=O)O)CC1 (stereo not given)	i	i	i	i	i	i	4.5	-10.1	-2.3	i	i
CCOC(=O)c1c(NC(=O)c2ccc(S(=O)(=O)N3CCOCC3)cc2)sc2c1CC(C)(C)NC2(C)C	i	i	i	i	i	i	-4.8	-5.2	-0.5	i	i
Cc1ccc(-n2nnc(-c3ccnc4ccccc34)n2)cc1	i	i	i	i	i	i	10.3	-6.1	-4.4	i	i
O=C(c1cccc([N+](=O)[O-])c1)N1CCOCC1	i	i	i	i	i	i	1.2	-5.7	9.1	i	i
CC(=O)O[C@H]1CC[C@@]2(C)[C@@H](CC[C@H]3[C@@H]4CC[C@H](C(C)O)[C@@]4(C)CC(=O)[C@@H]32)C1 (stereo not given in full)	i	i	i	i	i	i	1.3	-8.0	10.6	i	i
Cc1ccc(CC(=O)NCC(c2ccco2)N(C)C)cc1C (stereo not given)	i	i	i	i	i	i	1.9	-5.7	-0.9	i	i
COc1ccc(OC)c2c1sc(=NC(=O)C1CC1)n2C	i	i	i	i	i	i	0.7	-8.1	0.3	i	i
O=C(/C=C/c1ccccc1Cl)Nc1ccc2c(c1)C(=O)NC2=O	i	i	i	i	i	i	-4.8	-10.0	-0.1	i	i
O=Cc1ccc(OCc2nnsc2Cl)cc1	i	i	i	i	i	i	1.7	-6.6	8.7	i	i
CN1C(=O)CC(N2CCN(Cc3ccc(Cl)cc3)CC2)C1=O (stereo not given)	i	i	i	i	i	i	5.1	-4.0	3.9	i	i
CC(C)CNC(=O)CSc1nc(-c2cccs2)cc(C(F)(F)F)n1	i	i	i	i	i	i	-3.1	-2.8	2.0	i	i
On1c(-c2ccccc2)nc2ccc(Cl)cc21	i	i	i	i	i	i	0.3	-8.5	4.3	i	i
CN(C)S(=O)(=O)c1cccc(COC(=O)C2=COCCO2)c1	i	i	i	i	i	i	-7.7	-6.9	3.0	i	i
N#CCC(=O)Nc1ccc(C(=O)OCC(=O)NNC(=O)c2ccc(Cl)cc2)cc1	i	i	i	i	i	i	-3.6	-6.7	-2.2	i	i
Cc1cc(C)cc(NC(=O)CCn2ccnc2C)c1	i	i	i	i	i	i	.	-0.9	3.0	i	i
COc1ccc(C2=NOC(C(=O)NCc3ccco3)C2)cc1OC (stereo not given)	i	i	i	i	i	i	1.8	-6.2	-1.0	i	i
COc1ccc(S(=O)(=O)N2CCCC(C(=O)NCCc3ccccc3)C2)cc1 (stereo not given)	i	i	i	i	i	i	4.7	-2.1	3.8	i	i
CSc1nc(N(C)NC(=O)c2ccccc2)c2ccccc2n1	i	i	i	i	i	i	5.0	-13.3	-4.0	i	i
Cc1ccc(C(=O)NCc2ccccc2F)cc1S(=O)(=O)N1CCCC1	i	i	i	i	i	i	-0.8	-8.5	1.4	i	i
CN(C)/C=C/C(=O)/C=C/c1ccc(Cl)cc1Cl	i	i	i	i	i	i	13.9	-11.3	0.8	i	i
CC(C)CNC(=O)c1noc2c1CCCC2	i	i	i	i	i	i	2.1	-5.7	0.8	i	i
CCC(=O)N(Cc1ccccc1)c1ccccn1	i	i	i	i	i	i	-6.5	-9.3	2.6	i	i
O=C(NCCNC(=O)c1ccc(Cl)cc1Cl)c1ccco1	i	i	i	i	i	i	-3.9	-5.3	7.8	i	i
C=CCNC(=O)c1cccc(NS(=O)(=O)c2ccc(Cl)cc2)c1	i	i	i	i	i	i	-6.9	1.2	-10.3	i	i
CCCCCc1ccc(C2=NNC(=O)CC2)cc1	i	i	i	i	i	i	1.6	-13.6	6.8	i	i
CCOC(=O)c1ccc(N2C(=O)CC(NC3CCN(C(=O)c4ccc(F)cc4)CC3)C2=O)cc1 (stereo not given)	i	i	i	i	i	i	-6.1	-12.2	-2.4	i	i
CCOc1cccc2c1OC1(C)CC2NC(=O)N1c1ccc(OC)cc1 (stereo not given)	i	i	i	i	i	i	4.8	-10.0	3.9	i	i
CC(=O)c1sc(NC(=O)C2COc3ccccc3O2)nc1C (stereo not given)	i	i	i	i	i	i	4.9	-8.1	-0.5	i	i
CC(C)(C)C(=O)OC/C(N)=N/OC(=O)c1ccccc1	i	i	i	i	i	i	0.0	-8.8	-2.3	i	i
O=C(CCCN1C(=O)/C(=C/c2cccs2)SC1=S)Nc1cccc(C(=O)O)c1	i	i	i	i	i	i	7.2	-7.7	11.6	i	i
CN1C(=O)NC(c2ccccc2)C2=C1CN(c1cccc(C(F)(F)F)c1)C2=O (stereo not given)	i	i	i	i	i	i	2.2	-15.5	-12.7	i	i
Cc1ccc(S(=O)(=O)NCC(c2ccc3c(c2)OCO3)N2CCOCC2)cc1 (stereo not given)	i	i	i	i	i	i	4.4	-12.3	-4.5	i	i
Cc1ccc(N2CCN(C(=O)C3CCC(=O)N(Cc4ccc(Cl)cc4)C3)CC2)c(C)c1 (stereo not given)	i	i	i	i	i	i	11.9	-11.8	6.8	i	i
Cc1cc(NC(=O)Nc2ccc(F)cc2F)n(C)n1	i	i	i	i	i	i	-2.4	-1.0	4.8	i	i
OC(CN1CCN(c2cccc(Cl)c2)CC1)c1ccccc1 (stereo not given)	i	i	i	i	i	i	-8.1	-4.1	1.5	i	i
CCCCN(C(=O)CSc1nnc2ccccn12)c1c(N)n(Cc2ccccc2)c(=O)[nH]c1=O	i	i	i	i	i	i	4.6	-20.2	-1.2	i	i
COc1ccc(C(=O)N/N=C/c2sc(=O)n(Cc3cccc(C(=O)O)c3)c2Cl)cc1	i	i	i	i	i	i	1.6	-10.2	5.5	i	i
Cc1oc(-c2ccccc2F)nc1CN1CCC(C(=O)NCCC2=CCCCC2)CC1	i	i	i	i	i	i	4.4	-19.4	3.5	i	i
Cc1noc(C)c1COc1ccc(C(=O)N2CCN(S(=O)(=O)c3ccc(Cl)cc3)CC2)cc1	i	i	i	i	i	i	-2.1	-4.0	-0.3	i	i
COc1ccc(NC(=O)NNC(=O)COc2ccc3ccccc3c2)cc1OC	i	i	i	i	i	i	-0.3	-9.7	0.1	i	i
CCCNC(=O)CNC(=S)N(Cc1ccccc1F)C1CCCCC1	i	i	i	i	i	i	-8.1	-9.1	4.3	i	i
Next records.
SMILES	RGS4 block	KCNK3 inh	KCNQ1 act	ANO1 activ	KCNK9 block	KCNQ1 inh	HDAC3 inh	hERG rescue	SKKanGAS inh	TMEM16A inh	RGS4 pot
O=C(CCCN1C(=O)/C(=C/c2ccc(F)cc2)SC1=S)NC1CCS(=O)(=O)C1 (stereo not given)	i	i	i	i	i	i	-2.2	-11.0	0.4	i	i
O=C(CSc1nccn1Cc1ccco1)Nc1cccc(F)c1	i	i	i	i	i	i	-3.1	-6.7	-1.2	i	i
CCN(CC)C1CCN(c2nc3nonc3nc2NCCOC)C1 (stereo not given)	i	i	i	i	i	i	7.4	-7.5	-1.8	i	i
COc1ccc(-n2c(SCC(=O)NCc3ccco3)nc3sc4c(c3c2=O)CCN(C)C4)cc1	i	i	i	i	i	i	7.1	-5.8	0.3	i	i
CC(C)CCN(N=O)[C@@H](Cc1ccccc1)CN(N=O)[C@@H](Cc1ccccc1)CN(C)N=O	i	i	i	i	i	i	9.5	-16.1	10.6	i	i
COCCCNc1nc2c([nH]1)c(=O)[nH]c(=O)n2C	i	i	i	.	i	i	-2.3	-2.6	-7.0	i	i
CCCN1C(=O)/C(=C\c2ccncc2)SC1=Nc1ccccc1	i	i	i	i	i	i	11.5	-12.0	-0.1	i	i
COc1cccc(NC(=O)CNC(=O)c2ccc([N+](=O)[O-])cc2)c1	i	i	i	i	i	i	1.8	-6.9	-9.6	i	i

From PubChem BioAssay
